# ELG1 genotoxic = inducers of genotoxicity in HEK293T ELG1-luciferase cells; HEK293T ELG1-luciferase reporter, luminescence, 16 h; Potency, µM (doses to about 46 µM), inactives show at the top dose activity change, positive = activation, most hits filed as activators; actives 1.3% (n = 330,000); AID 504466; further: potency means the concentration at half of the fitted maximal effect; % of control where 0% means no effect; nearly all actives have a fitted effect of over 60% in size
#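 DMSO vehicle served as control against compound-treated ELG1-luciferase HEK293T cells; exposure lasted 16 hr at 37 °C and 5% CO2, followed by ONE-Glo luminescence detection after 30 min.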
# TRPV1 agonist = activates the human vanilloid receptor TRPV1; Q8NER1; AID 540275; TRPV1-expressing cells, Fluo-8 calcium influx, agonist mode; activation, % at 8.33 µM; actives 0.19% (n = 320,000); in the data active means activation above about 80%; inconclusive means between about 30% and that limit; further: 0% is about no effect
#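 TRPV1-expressing cells were cultured overnight at 35.5C and loaded with Fluo-8 calcium dye for 40 to 90 min at room temperature. After a 10 s baseline, compound was added and calcium influx was read kinetically for 3 min (ex 480/em 520 nm).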
# FLuc counter = counter-screen for miR-21 project: firefly luciferase inhibitors or activators; Potency, µM (top dose mostly 57.5 µM), for inactives: at the highest dose activity change, negative = inhibition, most hits filed as inhibitors; purified FLuc, Km substrates, luminescence inhibition; actives 6.9% (n = 360,000); P08659;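 further: potency means the concentration at half of the fitted maximal effect; plate controls were vehicle for no effect and reference inhibitor for full effect; nearly all actives have a fitted effect of over 55% in size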
# Target sequence (P08659 whole entry, looked up): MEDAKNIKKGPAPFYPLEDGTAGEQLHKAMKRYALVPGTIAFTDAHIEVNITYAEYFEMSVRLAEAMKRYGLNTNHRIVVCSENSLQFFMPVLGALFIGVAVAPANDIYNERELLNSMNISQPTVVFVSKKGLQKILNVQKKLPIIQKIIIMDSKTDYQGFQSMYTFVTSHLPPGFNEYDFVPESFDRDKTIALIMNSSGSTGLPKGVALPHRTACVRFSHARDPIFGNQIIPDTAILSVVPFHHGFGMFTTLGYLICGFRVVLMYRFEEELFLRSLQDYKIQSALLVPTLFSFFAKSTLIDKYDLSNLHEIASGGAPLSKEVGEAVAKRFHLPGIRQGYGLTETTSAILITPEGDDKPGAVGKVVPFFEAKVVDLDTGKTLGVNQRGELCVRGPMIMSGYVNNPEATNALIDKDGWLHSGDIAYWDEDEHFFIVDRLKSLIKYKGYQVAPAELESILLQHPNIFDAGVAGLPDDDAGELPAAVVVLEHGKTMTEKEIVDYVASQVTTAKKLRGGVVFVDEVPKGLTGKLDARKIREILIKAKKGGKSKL
#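 Purified P. pyralis luciferase (10nM final) with 10uM D-luciferin and 10uM ATP (Km levels) in 50mM Tris acetate pH 7.5, 10mM Mg acetate, 0.01% Tween-20, 0.05% BSA; qHTS 6-point titration, ~60 µM downward; luminescence read.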
# Rab9 prom act = Rab9 promoter activation; Huh7 Rab9 promoter-luciferase reporter, luminescence, 24 h; Potency, µM (titrated, usually from 9.22 µM), without a hit: at the top dose activation, negative = inhibition, hits mostly activators; actives 2.8% (n = 320,000); AID 485297; further: potency means the concentration at half of the fitted maximal effect; % of control where 0% means no effect; nearly all actives have a fitted effect of over 60% in size
#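 Using Huh7 cells stably transfected with Rab9 promoter–luciferase, compounds were incubated 24 h at 37 °C, 5% CO2; luciferase luminescence was read 10 min after reagent addition.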
# NPC1 promoter act = activators of NPC1 promoter; Potency, µM (titrated, usually from 9.22 µM), for inactives: at the highest dose activation, actives largely listed as activators; actives 2.4% (n = 320,000); Huh7 NPC1 promoter luciferase reporter, 24 h;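 further: potency means the concentration at half of the fitted maximal effect; % of control where 0% means no effect; nearly all actives have a fitted effect of over 60% in size; reporter is driven by a mutant NPC1 promoter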
#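 Luminescence read-out of NPC1 promoter-driven luciferase in stably transfected Huh7 cells; compounds delivered in DMSO and left 24 h at 37C, 5% CO2, qHTS titration format.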
# Tb PFK block = blocks T. brucei phosphofructokinase | T. brucei PFK, ADP-Glo luminescence | Potency, µM (doses to about 57.5 µM), for the others: at the top dose activity, negative = inhibition, actives largely listed as inhibitors | actives 0.17% (n = 330,000);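 further: potency means the concentration at half of the fitted maximal effect; 0% = uninhibited 1x PFK enzyme wells and -100% = no-enzyme wells; nearly all actives have a fitted effect of over 60% in size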
#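 1.25 nM PFK with 0.5 mM F6P and 0.1 mM ATP in 0.1 M TEA pH 8.0, 5 mM MgCl2, incubated 45 min at room temperature; ADP measured by ADP-Glo luminescence; compounds titrated up to 57 uM.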
# ELG1 repair inh = inhibitors of ELG1-dependent DNA repair in HEK293T cells | Potency, µM (titrated, usually from 46.1 µM), without a hit: at the highest dose activity change, negative = inhibition, actives largely listed as inhibitors | actives 2.3% (n = 330,000) | HEK293T ELG1-luciferase reporter, luminescence, 16 h; DNA damage induced by 5-fluorouridine; further: potency means the concentration at half of the fitted maximal effect; on the % scale 0 is the no-effect control and ±100 the full control effect; nearly all actives have a fitted effect of over 55% in size
#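 Reporter activity after DNA damage by 5-fluorouridine is monitored. Compound-treated cells incubate 16 hr at 37 °C, then ONE-Glo is added for 30 min before luminescence reading.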
# p53 reactivation = re-activators of mutant p53; H1299 p53-A138V BP100-luciferase reporter, luminescence, 24 h; Potency, µM (doses to about 92.2 µM), inactives show top-dose activity change, positive = activation, most hits filed as activators; actives 0.063% (n = 320,000); AID 504706; further: potency means the concentration at half of the fitted maximal effect; % of control where 0% means no effect; nearly all actives have a fitted effect of over 45% in size
#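 H1299 (p53-null), stable ts p53-A138V + BP100-Luc; 1000 cells/well, Opti-MEM/10% FBS; cpd 4 pt, 1:5; 24 h, 37 deg C, 5% CO2; detection reagent 10 min RT; luminescence.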
# RORg inh = inhibitors of mouse ROR gamma transcriptional activity; P51450; Drosophila S2 Gal4-RORgamma UAS-luciferase reporter, 20 h; Potency, µM (series often up to 53.6 µM), for inactives: at the highest dose activity change, negative = inhibition, hits mostly inhibitors; actives 5.4% (n = 310,000); AID 2551; further: potency means the concentration at half of the fitted maximal effect; on the % scale 0 is the no-effect control and ±100 the full control effect; nearly all actives have a fitted effect of over 60% in size
# Target sequence (P51450 whole entry, looked up, the tested form may be a part): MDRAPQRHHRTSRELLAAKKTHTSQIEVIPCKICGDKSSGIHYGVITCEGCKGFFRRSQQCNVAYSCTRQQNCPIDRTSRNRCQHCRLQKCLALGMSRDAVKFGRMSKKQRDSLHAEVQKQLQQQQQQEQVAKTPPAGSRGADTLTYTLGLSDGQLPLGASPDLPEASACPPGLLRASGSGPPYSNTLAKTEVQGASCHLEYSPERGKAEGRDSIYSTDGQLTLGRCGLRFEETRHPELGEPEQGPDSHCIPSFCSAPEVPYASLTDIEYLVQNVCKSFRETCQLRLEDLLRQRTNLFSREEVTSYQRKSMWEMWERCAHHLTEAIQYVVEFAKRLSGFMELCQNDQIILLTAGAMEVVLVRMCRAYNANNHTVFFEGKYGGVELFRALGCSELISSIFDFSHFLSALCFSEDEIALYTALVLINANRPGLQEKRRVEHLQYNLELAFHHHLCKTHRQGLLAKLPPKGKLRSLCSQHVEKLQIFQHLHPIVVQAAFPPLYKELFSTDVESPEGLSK
#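 ROR gamma transcriptional activity was tracked as Gal4-UAS luciferase output in stably transfected Drosophila Schneider cells, with compound added 1 hr before 700 uM copper sulfate induction and a 20 hr ambient-temperature incubation.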
# BRCA1 expr act = activators of BRCA1 expression; MCF7-BRCA1-FFLuc reporter, luminescence, 48 h; response scale: scaled: vehicle 0%, 10 µM genistein 100%; Potency, µM (titrated, usually from 46.1 µM), inactives show at the highest dose activation, most hits filed as activators; actives 1.1% (n = 380,000); AID 624202; further: potency means the concentration at half of the fitted maximal effect; nearly all actives have a fitted effect of over 80% in size; some results filed as inactive show a strong effect at the top dose
#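 MCF7-BRCA1-FFLuc cells, 2000/well in phenol-red-free MEM, attached 2 h then treated 48 h at 37 C. Luciferase luminescence read 15 min after reagent; normalized to genistein maximum activation (10microM) and DMSO, concentration-response fitted.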
# Gal4-VP16 FLuc = inhibits Gal4-VP16 luciferase reporter, ROR gamma counter-screen | actives 3.5% (n = 310,000) | Potency, µM (titrated, usually from 53.6 µM), for inactives: top-dose activity, negative = inhibition, most hits filed as inhibitors | Drosophila S2 Gal4-VP16 UAS-luciferase, luminescence, 20 h;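 further: Gal4-VP16 expression switched on by copper sulfate through the metallothionein promoter; potency means the concentration at half of the fitted maximal effect; on the % scale 0 is the no-effect control and ±100 the full control effect; nearly all actives have a fitted effect of over 50% in size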
# * hit, by the source's call; ? = inconclusive; · = no result given; & = joins results of further samples; [ ] = another dose, or the depositor's remark. Unless noted, the call rests on the fitted dose curve; in most records, active means well fitted curve in the direction sought with a large enough effect; inconclusive means small, poorly fitted or top-dose-only effect, or another doubt; inactive means no such curve, though single readings can be large; an effect the other way counts as inactive or inconclusive.
SMILES,ELG1 genotoxic,TRPV1 agonist,FLuc counter,Rab9 prom act,NPC1 promoter act,Tb PFK block,ELG1 repair inh,p53 reactivation,RORg inh,BRCA1 expr act,Gal4-VP16 FLuc
Cc1ccc(C(=O)OCC(=O)NCC2COc3ccccc3O2)cc1 (centres undefined),2%,6,-4%,8%,1%,-1%,25%,?,·,8%,·
CCN(CC)CCNC(=O)c1ccc(NC2=NC3CS(=O)(=O)CC3S2)cc1 (centres undefined),2%,-4,1%,-9%,0%,1%,8%,-2%,-21%,-15%,6%
CCOC(=O)CSc1nc(=O)n2ccc(C)cc2n1,0%,1,2%,-30%,-3%,-1%,24%,3%,8%,9%,17%
COc1ccc(N2CCN(C(=O)CN(C)S(=O)(=O)c3ccc4c(c3)c(=O)n(C)c(=O)n4C)CC2)cc1,-4%,0,0%,-6%,-5%,-3%,?,-3%,10%,1%,4%
COc1ccc(S(=O)(=O)N2CCC(C(=O)Oc3cccc(C)c3)CC2)cc1OC,3%,3,5%,4%,-3%,0%,-1%,11%,13%,-1%,7%
Cc1csc(SCC(=O)N(C)c2c(N)n(Cc3ccccc3)c(=O)[nH]c2=O)n1,0%,5,-2%,1%,1%,-3%,-8%,-1%,0%,1%,-14%
COc1cc2sc(-c3ccccc3OC)c(-c3ccc(OCCN4CCOCC4)cc3)c2cc1OC,-3%,·,·,·,·,2%,?,-8%,·,-41%,·
Cc1ccc(C)c(OCc2ccc(C(=O)NN)o2)c1,3%,?,?,-7%,-1%,-1%,?,0%,-35%,22%,0%
O=c1c2cccnc2[nH]c(=S)n1CCCN1CCN(c2ccccc2F)CC1,-3%,2,3%,-8%,2%,-1%,-8%,-4%,2.2µM*,0%,-8%
CC1(C)Cc2c(sc(NC(=O)c3ccco3)c2C#N)CO1,?,-1,1.9µM*,3.2µM*,1.6µM*,0%,?,?,32%,83%,1%
COC(=O)c1c(NC(=O)CC2Nc3ccccc3NC2=O)sc(C)c1C (centres undefined),?,·,1%,-2%,-3%,2%,-22%,-5%,-13%,-43%,11%
O=C(NNC(=O)c1ccc(-c2ccc([N+](=O)[O-])cc2)o1)c1ccncc1,5%,2,·,5%,-2%,5%,9%,?,·,6%,·
C/C(=N\Nc1nc(C)cc(C)n1)c1ccc(N2CCOCC2)cc1,-7%,3,-14%,-13%,-10%,10%,-12%,1%,11µM*,-24%,-5%
C/C(=N\NC(N)=O)c1c(F)cccc1F,1%,-3,2%,-2%,2%,-1%,?,-3%,-1%,-6%,6%
COc1cccc(OCC(=O)NNC(=O)c2ccc3ccccc3c2O)c1,-1%,3,?,-1%,-1%,0%,7%,·,·,-31%,·
C=CCOc1ccc(CNC(C)(C)CO)cc1OCC,1%,-10,5%,8%,-7%,-4%,12%,1%,12%,-26%,-17%
C(=N\N1CCN(Cc2ccccc2)CC1)/c1cccs1,?,1,?,27%,23%,-1%,?,21%,-5%,86%,3%[0.365 µM]
CSc1cccc(NC(=S)N(Cc2ccc(C)cc2)Cc2cccnc2)c1,-6%,19,-5%,-10%,0%,-3%,?,2%,5µM*,-50%,?
COc1ccc(C(=O)OC(C)C(=O)NC(C)CCc2ccccc2)cc1[N+](=O)[O-] (centres undefined),8%,10,2%,1%,-3%,-5%,-3%,-6%,-2%,-15%,-4%
COc1ccc(-n2ncc3c(NC(C)C)ncnc32)cc1,?,2,1.3µM*,0.32µM*,0.28µM*,7%,?,71%,11µM*,15%,?
CSCC[C@H](NC(=O)Nc1ccc(OC(F)(F)F)cc1)C(=O)O,-6%,3,-3%,1%,1%,-2%,7%,-4%,-2%,-6%,-9%
NS(=O)(=O)OCCCc1ccc(C(F)(F)F)cc1,-4%,12,-1%,7%,-1%,-6%,-13%,10%,7%,0%,2%
Cc1ccc(S(=O)(=O)N[C@H](C(=O)N2CCC(C(=O)N3CCC[C@H]3C(=O)O)CC2)C(C)C)cc1,0%,1,0%,11%,0%,3%,7%,2%,2%,7%,-2%
CC1C(=O)Nc2ccc(S(=O)(=O)N3CCCCCC3)cc21 (centres undefined),3%,2,·,-1%,-5%,-7%,15%,3%,·,12%,·
CC(C)=CC[N+]1(C)CCCCC1,1%,-6,3%,-1%,-1%,0%,?,-3%,-11%,17%,-11%
# New compounds follow
SMILES,ELG1 genotoxic,TRPV1 agonist,FLuc counter,Rab9 prom act,NPC1 promoter act,Tb PFK block,ELG1 repair inh,p53 reactivation,RORg inh,BRCA1 expr act,Gal4-VP16 FLuc
CC1CN(S(=O)(=O)c2cccc(C(=O)NN3CCN(C)CC3)c2)CC(C)O1 (centres undefined),2%,1,5%,-2%,-4%,-1%,15%,-7%,-3%,-18%,-6%
Nc1nc(SCC(=O)NCc2ccc(F)cc2)[nH]c(=O)c1NC(=O)c1ccc(Cl)cc1,9%,-4,1%,-2%,-4%,3%,1%,3%,-9%,-6%,-1%
COC(=O)c1ccccc1NC(=O)CN1CCC(C)CC1,5%,19,-3%,0%,-2%,-4%,-1%,5%,8%,12%,-12%
NC1=NC(=O)/C(=C/c2cn(Cc3ccccc3)c3ccccc23)S1,?,0,-9%,-1%,-2%,0%,?,6%,-5%,5%,?
COc1ccc(CN2CCCN(S(=O)(=O)c3ccc(Br)cc3)CC2)cc1,-5%,14,0%,2%,-2%,-6%,?,3%,7%,-36%,-7%
COc1ccc(-c2cc(C(=O)NCCCN3CCOCC3)c3ccccc3n2)cc1OC,-2%,-2,-17%,1%,-4%,0%,2%,-7%,·,-2%,·
O=C(c1ccc(C(=O)N2CCCc3ccccc32)s1)N1CCCc2ccccc21,-9%,21,-1%,0%,-1%,-2%,-21%,3%,-13%,-30%,-12%
O=C(c1ccc(O)cc1)c1ccc(C(=O)c2ccc(O)cc2)cc1,-6%&-11%,15&-2,-6%&2%,-2%&-5%,-4%&-2%,-1%&-6%,?,2%&8%,?,-9%,?
Cc1nn(Cc2ccc([N+](=O)[O-])cc2)c(=O)n1-c1ccc(F)cc1,-1%,-3,1%,2%,3%,0%,4%,2%,-5%,-5%,2%
CCN1CCN(C(=O)c2cc3cc4cc(OC)ccc4nc3s2)CC1,4%,-1,?,-3%,1%,8%,?,-8%,32%,-19%,?
CCC(=O)NC1(C(F)(F)F)C(=O)Nc2c1c(=O)[nH]c(=O)n2Cc1ccco1 (centres undefined),-1%,·,-11%,-1%,2%,-6%,15%,1%,14%,-16%,0%
Cc1cccn2cc(CNC(=O)c3ccc(Br)o3)nc12,0%,-3,3%,7%,-3%,?,-17%,-3%,0%,0%,-20%
O=C(Nc1ccc(F)cc1)c1csc(Cc2ccccc2)n1,6%,?,5.4µM*,?,?,0%,?,?,9%,-7%,-1%
Cc1ccc(CNC(=O)[C@]2(C)CCC[C@@]3(C)C4CC[C@@]5(C)C[C@]4(CCC32)CC5=O)cc1 (some centres undefined),-8%,·,·,·,·,?,?,3%,·,0%,·
COc1ccc(C(=O)COC(=O)CN2C(=O)C3C4C=CC(C4)C3C2=O)cc1 (centres undefined),2%,0,1%,-3%,-2%,1%,10%,-2%,-18%,0%,4%
CN(CC(=O)NCc1ccccc1Cl)S(=O)(=O)c1ccc2c(c1)n(C)c(=O)c(=O)n2C,1%,-1,0%,-1%,-20%,-2%,17%,1%,2%,5%,3%
COc1ccc(OC)c(NC(=O)CNC(=O)c2ccc([N+](=O)[O-])cc2)c1,-2%,-2,-2%,-1%,3%,7%,?,-3%,8%,-8%,-1%
CCOC(=O)N1CCC(N2C(=O)c3ccccc3C2Nc2ccc(S(=O)(=O)N3CCCCC3)cc2)CC1 (centres undefined),-9%,14,-5%,3%,-1%,-2%,-2%,-5%,6%,·,4%
O=C(/C=C/c1cc([N+](=O)[O-])ccc1OC(F)F)Nc1cccc(OC(F)F)c1,0%,-2,-1%,-8%,-2%,0%,?,-2%,-18%,-30%,-25%
Cn1cnnc1Sc1ccc(C(=O)OCC(=O)NCC(F)(F)F)cc1[N+](=O)[O-],-2%,·,2%,-4%,-5%,0%,-9%,5%,25%,-3%,2%
C=CCn1c(SCC(=O)Nc2nnc(C)s2)nnc1-c1cccnc1,2%,3,5%,1%,-1%,-1%,-8%,-3%,13%,1%,-6%
CCOc1ccc(CNC(=O)CCCn2nc(C)c3c(C)n(-c4ccc(C)cc4)nc3c2=O)cc1,-9%,1,-11%&-15%,-1%,1%,-5%,-17%,-7%,14%,1%,-6%

# Screening data: PubChem, National Center for Advancing Translational Sciences (NCATS)

# The order is random; 15% or so of the library scored in one or more.
